p53 reactivation: qHTS assay for re-activators of p53 using a Luc reporter; H1299 p53-A138V BP100-luciferase reporter, luminescence, 24 h; Potency, µM (top dose mostly 92.2 µM), for inactives: at the highest dose activity change, positive = activation, actives largely listed as activators; actives 0.063% (n = 320,000); AID 504706, 2011; further: potency means the concentration at half of the fitted maximal effect; % of control where 0% means no effect; nearly all actives have a fitted effect of over 45% in size
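p53-null H1299 cells stably carrying temperature-sensitive p53-A138V and a BP100-luciferase reporter were pinned with compounds (4-point, 1:5 series) and held 24 hrs at 37 deg C. Luminescence was read 10 min after detection reagent.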
USP2a inh: qHTS Assay for Inhibitors of Ubiquitin-specific Protease USP2a Using CHOP2 as the Reporter. USP2 core, Ub-CHOP2 coupled fluorogenic reporter, 485/531. Potency, µM (doses to about 38.3 µM), for inactives: at the top dose activity change, negative = inhibition, most hits filed as inhibitors. actives 0.01% (n = 330,000);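 further: potency means the concentration at half of the fitted maximal effect; plate controls were DMSO wells for no effect and full inhibition by NEM control for full effect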
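Deubiquitinase activity read as fluorescence (485/531 nm) after Ub-CHOP2 cleavage activates the enterokinase reporter on its substrate; USP2 core 10nM, Ub-CHOP2 and substrate 25nM each, 30min compound preincubation then 60min RT; data normalized to NEM, curves fitted.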
S-ASM inh: Inhibitors of Secretory Acid Sphingomyelinase (S-ASM): qHTS; Sphingomyelin phosphodiesterase (Homo sapiens), P17405; placental ASM, HMU-PC fluorogenic substrate, 60 min; Potency, µM (highest dose often 57.5 µM), for the others: at the top dose activity change, negative = inhibition, hits mostly inhibitors; actives 0.006% (n = 340,000); further: potency means the concentration at half of the fitted maximal effect
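Human placenta-derived ASM preincubated with compound 10 min at room temperature, then reacted with 9 uM (final) fluorogenic HMU-PC substrate for 60 min at 37 C. Stop solution raises pH to 10; fluorescence read at Ex 386/Em 447 nm.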
B2AR arrestin: qHTS assay of beta-arrestin-biased ligands of beta2-adrenergic receptor. Beta-2 adrenergic receptor (Homo sapiens), P07550. beta-arrestin recruitment to beta2AR, cell-based reporter. Potency, µM (top dose mostly 46.1 µM), inactives show at the highest dose activation, hits mostly activators. actives 0.02% (n = 330,000);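 further: potency means the concentration at half of the fitted maximal effect; 0% = DMSO controls and full agonism = EC100 isoproterenol or metaproterenol; nearly all actives have a fitted effect of over 65% in size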
BRCA1 expr act: qHTS Assay to Identify Small Molecule Activators of BRCA1 Expression; Potency, µM (top dose mostly 46.1 µM), for the others: top-dose activation, actives largely listed as activators; AID 624202, 2012; MCF7-BRCA1-FFLuc reporter, luminescence, 48 h; response scale: scaled: vehicle 0%, 10 µM genistein 100%; actives 1.1% (n = 380,000); further: potency means the concentration at half of the fitted maximal effect; nearly all actives have a fitted effect of over 80% in size; some results filed as inactive show a strong effect at the top dose
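Activators of BRCA1 expression were detected as increased firefly luciferase luminescence in engineered MCF7 cells after 48 h compound incubation. Signals were scaled to genistein 10 microM as full activation.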
Eya2 inh: qHTS Assay for Inhibitors of the Phosphatase Activity of Eya2. recombinant Eya2, OMFP fluorescence dephosphorylation (OMFP is methylfluorescein phosphate). Potency, µM (top dose mostly 76.9 µM), inactives show top-dose activity, negative = inhibition, hits mostly inhibitors. actives 0.006% (n = 330,000); further: potency means the concentration at half of the fitted maximal effect; on the % scale 0 is the no-effect control and ±100 the full control effect
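Eya2 protein (added as 0.2 uM solution) was preincubated with compound for 10 min at ambient temperature in 50 mM HEPES pH 7.5, 50 mM NaCl, 5 uM MgCl2, 0.05% BSA, 1 mM DTT. OMFP (added at 50 uM) then reacted 10 min; fluorescence read at 485/525 nm.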
ELG1 genotox: qHTS screen for small molecules that induce genotoxicity in human embryonic kidney (HEK293T) cells expressing luciferase-tagged ELG1 | HEK293T ELG1-luciferase reporter, luminescence, 16 h | Potency, µM (doses to about 46 µM), without a hit: at the top dose activity change, positive = activation, actives largely listed as activators | actives 1.3% (n = 330,000) | AID 504466, 2011; further: potency means the concentration at half of the fitted maximal effect; % of control where 0% means no effect; nearly all actives have a fitted effect of over 60% in size
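Reporter readout depends on ELG1 protein level, which increases with genetic stress. After 16 hr compound exposure at 37 °C, luciferase activity was quantified using ONE-Glo.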
TRPV1 ag: HTS Assay for Compounds that Act as Agonists of the Vanilloid Receptor 1. TRPV1-expressing cells, Fluo-8 calcium influx, agonist mode. activation, % at 8.33 µM. actives 0.19% (n = 320,000). AID 540275, 2011; in the data active means activation above about 80%; inconclusive means between about 30% and that limit; further: 0% is about no effect
Target sequence (Q8NER1 whole entry, looked up): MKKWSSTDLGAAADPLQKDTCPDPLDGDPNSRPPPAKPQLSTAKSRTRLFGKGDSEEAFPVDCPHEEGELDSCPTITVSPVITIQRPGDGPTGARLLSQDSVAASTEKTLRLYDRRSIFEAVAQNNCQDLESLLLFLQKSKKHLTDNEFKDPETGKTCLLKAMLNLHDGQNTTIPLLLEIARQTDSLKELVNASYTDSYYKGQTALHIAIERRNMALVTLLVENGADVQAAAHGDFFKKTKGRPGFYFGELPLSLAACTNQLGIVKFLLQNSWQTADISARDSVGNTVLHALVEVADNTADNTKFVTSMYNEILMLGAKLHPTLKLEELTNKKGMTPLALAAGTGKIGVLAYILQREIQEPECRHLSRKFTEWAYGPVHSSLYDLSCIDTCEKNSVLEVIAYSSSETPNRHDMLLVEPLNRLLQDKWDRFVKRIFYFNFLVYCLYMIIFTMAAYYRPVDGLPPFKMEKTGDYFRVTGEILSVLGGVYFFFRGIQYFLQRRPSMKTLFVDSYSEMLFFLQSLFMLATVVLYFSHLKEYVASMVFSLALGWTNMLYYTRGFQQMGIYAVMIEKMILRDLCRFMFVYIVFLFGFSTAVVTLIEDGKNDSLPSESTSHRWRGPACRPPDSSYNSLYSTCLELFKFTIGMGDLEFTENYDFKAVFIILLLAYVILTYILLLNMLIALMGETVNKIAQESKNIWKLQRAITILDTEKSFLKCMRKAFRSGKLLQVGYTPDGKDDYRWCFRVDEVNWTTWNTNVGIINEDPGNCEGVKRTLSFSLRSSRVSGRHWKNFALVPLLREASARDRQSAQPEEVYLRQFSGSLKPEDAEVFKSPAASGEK
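Cells expressing TRPV1 were dye-loaded with Fluo-8 and read kinetically: 10 s baseline, 3 min after compound (agonist portion), then 2 min after EC20 capsaicin (allosteric enhancer portion). Calcium-bound dye fluorescence at 480/520 nm.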
uPA surface inh: qHTS for Inhibitors of Cell Surface uPA Generation. cell surface uPA generation assay, qHTS. Potency, µM (highest dose often 38.3 µM), inactives show top-dose activity change, negative = inhibition, actives largely listed as inhibitors. actives 0.31% (n = 330,000); active means well fitted inhibition curve with a large enough effect; inconclusive means small, poorly fitted or top-dose-only effect; inactive means no such curve, though single readings can be large or run the other way; tested in mouse RAW 264.7 cells; further: potency means the concentration at half of the fitted maximal effect; on the % scale 0 is the no-effect control and ±100 the full control effect; nearly all actives have a fitted effect of over 55% in size
PTAP TSG101 blk: qHTS Assay for Iinhibitors of HIV-1 Budding by Blocking the Interaction of PTAP/TSG101; Tumor susceptibility gene 101 protein (Homo sapiens), Q99816; Potency, µM (highest dose often 115 µM), for the others: top-dose activity change, negative = inhibition, most hits filed as inhibitors; Fluorescence polarization, FITC-PTAP peptide / Tsg101 binding; 340,000 tested, under 10 active; AID 493005, 2010; active means well fitted inhibition curve with a large enough effect in the main read-out, with a control signal flat, not every such curve was filed as active; inconclusive means small, poorly fitted or top-dose-only effect, or effect the other way, or a change in a side signal; inactive means no such curve, though single readings can be large or run the other way; further: potency means the concentration at half of the fitted maximal effect; % of control where 0% means no effect
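Compounds were pin-transferred onto Tsg101 binding domain (10 uM final) in HEPES pH 7.5 buffer, then FITC-PTAP peptide was added at 50 nM final. After 20 min at RT, polarization reported peptide displacement across a qHTS concentration series.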
a7 integrin act: qHTS for Activators of Integrin-Mediated Alleviation for Muscular Dystrophy. alpha7betagal myoblasts, beta-gal FDG fluorescence, 48 h. Potency, µM (highest dose often 38.3 µM), inactives show top-dose activation, usual class: activators. actives 0.064% (n = 350,000);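 further: potency means the concentration at half of the fitted maximal effect; 100% = response of the positive control SU9516; nearly all actives have a fitted effect of over 60% in size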
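Alpha7betagal+/- myoblasts (passage 13) were plated 16-24 hr, then exposed to compounds (1:260 dilution of DMSO stock) for 48 hours at 37C. After MPER lysis, β-galactosidase reporter activity was read as FDG fluorescence (ex 480/em 540) after 30 minutes.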
* hit, by the source's call; ? = inconclusive; . = no result given; [ ] = another dose, or the depositor's remark. Unless noted, the call rests on the fitted dose curve; in most records, active means well fitted curve in the direction sought with a large enough effect; inconclusive means small, poorly fitted or top-dose-only effect, or another doubt; inactive means no such curve, though single readings can be large; an effect the other way counts as inactive or inconclusive.

1: Cc1ccc(SCCNC(=O)/C=C/c2ccccc2Cl)cc1
2: CC1Sc2ccc(S(=O)(=O)CCC(=O)N3CCN(c4ccccc4F)CC3)cc2NC1=O (centres undefined)
3: Cc1cccc(-n2nnc(C(=O)NCc3ccc4c(c3)OCO4)c2N)c1
4: COc1cc2c(cc1OC)C(C)N(S(=O)(=O)c1cccs1)CC2 (centres undefined)
5: Cc1onc(-c2ccccc2)c1C(=O)Nc1ccc(NC(=O)c2c(-c3ccccc3)noc2C)cc1
6: Cc1ccc(C2=NNC(=O)C(c3c[nH]c4ccccc34)C2)cc1 (centres undefined)
7: C[C@@H]1C(c2ccc(F)cc2)=NN(c2ccccc2)[C@H]1C(=O)N1CCOC1=O
8: CC(C)(C)c1ccc(C(CC(=O)O)NC(=O)c2ccccc2F)cc1 (centres undefined)

entry no.,1,2,3,4,5,6,7,8
p53 reactivation,17%,2%,-6%,0%,.,-5%,-8%,-3%
USP2a inh,0%,0%,1%,5%,.,-11%,0%,4%
S-ASM inh,-8%,0%,-3%,0%,-2%,-6%,139%[activator],2%
B2AR arrestin,-0.8%,-0.8%,-0.6%,0.1%,.,-0.2%,-0.4%,-0.2%
BRCA1 expr act,0%,0%,-26%,-4%,16%,-9%,13%,2%
Eya2 inh,-18%,12%,1%,?,.,-14%,3%,-5%
ELG1 genotox,1%,-8%,-3%,-1%,.,-11%,6%,7%
TRPV1 ag,-5,17,.,3,.,-5,.,-2
uPA surface inh,0%,-4%,2%,-8%,-7%,15%,?,2%
PTAP TSG101 blk,-3%,-1%,-4%,-1%,-5%,-2%,-18%,-2%
a7 integrin act,-31%,-48%[inhibitor],12%,24%,3%,14%,8%,-9%

In the list so far, two contain two or more sulfur atoms.
2: CC1Sc2ccc(S(=O)(=O)CCC(=O)N3CCN(c4ccccc4F)CC3)cc2NC1=O (centres undefined)
4: COc1cc2c(cc1OC)C(C)N(S(=O)(=O)c1cccs1)CC2 (centres undefined)

entry no.,2,4
p53 reactivation,2%,0%
USP2a inh,0%,5%
S-ASM inh,0%,0%
B2AR arrestin,-0.8%,0.1%
BRCA1 expr act,0%,-4%
Eya2 inh,12%,?
ELG1 genotox,-8%,-1%
TRPV1 ag,17,3
uPA surface inh,-4%,-8%
PTAP TSG101 blk,-1%,-1%
a7 integrin act,-48%[inhibitor],24%

Continued.
9: CCOc1ccc(-c2nnc(NC(=O)Cc3cc(OC)c(OC)c(OC)c3)o2)cc1
10: CCCCN(Cc1cc2ccccc2[nH]c1=O)S(=O)(=O)c1ccc(C)cc1
11: CCOC(=O)NC(NCc1ccccc1)(C(F)(F)F)C(F)(F)F
12: CC(C)(C)c1cc2cccnc2n1Cc1ccccc1
13: Cc1nnsc1C(=O)Nc1ccccc1Cl
14: CN(C)c1ccc(S(=O)(=O)N2CCCCC2)cc1NC(=O)COc1ccccc1F
15: O=C(COc1ccc(-n2cnnn2)cc1)NCCc1ccc(F)cc1
16: O=C(O)c1ccc(C(=O)O)c(C(=O)c2ccc(NC(=O)c3ccccc3)cc2)c1

entry no.,9,10,11,12,13,14,15,16
p53 reactivation,3%,.,-9%,-7%,2%,-1%,-20%,-1%
USP2a inh,-2%,-1%,0%,1%,3%,-6%,1%,-1%
S-ASM inh,-1%,-4%,4%,1%,-2%,-5%,1%,1%
B2AR arrestin,-0.5%,-0.1%,-0.1%,0.9%,-0.1%,-0.9%,-0.4%,0.2%
BRCA1 expr act,51%,-6%,29%,-8%,-7%,2%,-20%,-25%
Eya2 inh,?,3%,-15%,-13%,4%,-18%,-19%,-22%
ELG1 genotox,10%,-5%,-1%,-3%,4%,-7%,1%,-2%
TRPV1 ag,-4,14,1,-6,0,21,?,-2
uPA surface inh,5%,-4%,-1%,-4%,.,8%,-2%,6%
PTAP TSG101 blk,-4%,-4%,2%,-3%,-3%,0%,-4%,-4%
a7 integrin act,-8%,0%,3%,-10%,10%,9%,17%,-8%

17: CC1C2Cn3c(nc4ccccc43)C1N(C(C)C)O2 (centres undefined)
18: CC(C)Cn1c(=O)c(C(=O)Nc2ccncc2)c(O)c2ccccc21
19: CCOc1cccc(NC(=O)C2CC(=O)N(C)C2)c1 (centres undefined)
20: C[C@H](CCC(=O)O)[C@H]1CC[C@H]2[C@@H]3CC[C@@H]4C[C@H](O)CC[C@]4(C)[C@H]3CC[C@]12C
21: COc1ccc(-c2cc(=O)c3c(O)c(OC)c(O)cc3o2)cc1
22: O=C(O)c1ccccc1CSc1ccccn1
23: CC1=C(C)CC2C(=O)N(Cc3ccccc3)C(=O)C2C1 (centres undefined)
24: COc1cccc(OC)c1C(=O)Nc1cc(Cl)ccc1N1CCOCC1

entry no.,17,18,19,20,21,22,23,24
p53 reactivation,4%,.,-4%,3%,11%,3%,-2%,-7%
USP2a inh,-13%,.,-1%,-3%,-5%,0%,3%,-2%
S-ASM inh,8%,43%[activator],2%,-1%,-2%,3%,6%,2%
B2AR arrestin,-0.5%,.,-0.2%,-0.1%,0.1%,0.3%,-0.2%,-0.2%
BRCA1 expr act,-8%,-57%,-3%,6%,?,0%,-4%,-6%
Eya2 inh,5%,.,-2%,-19%,4%,10%,-27%,-8%
ELG1 genotox,5%,.,3%,-6%,1.8µM*,2%,-2%,15%
TRPV1 ag,0,.,1,-2,-5,-3,-3,7
uPA surface inh,11%,-3%,0%,-12%,10µM*,-1%,1%,0%
PTAP TSG101 blk,-4%,-13%,0%,-7%,-4%,-1%,1%,-9%
a7 integrin act,6%,25%,5%,-7%,0%,-12%,20%,9%

Some of these compounds in order of length of the SMILES, highest first:
18: CC(C)Cn1c(=O)c(C(=O)Nc2ccncc2)c(O)c2ccccc21
23: CC1=C(C)CC2C(=O)N(Cc3ccccc3)C(=O)C2C1 (centres undefined)
22: O=C(O)c1ccccc1CSc1ccccn1

entry no.,18,23,22
p53 reactivation,.,-2%,3%
USP2a inh,.,3%,0%
S-ASM inh,43%[activator],6%,3%
B2AR arrestin,.,-0.2%,0.3%
BRCA1 expr act,-57%,-4%,0%
Eya2 inh,.,-27%,10%
ELG1 genotox,.,-2%,2%
TRPV1 ag,.,-3,-3
uPA surface inh,-3%,1%,-1%
PTAP TSG101 blk,-13%,1%,-1%
a7 integrin act,25%,20%,-12%

Other compounds:
25: Cn1cnc([N+](=O)[O-])c1SCC(O)CN1CCCCC1 (centres undefined)
26: Cc1cc(C)c(NC(=O)CSCc2c(C)noc2C)c(C)c1
27: CCOCCCNc1nc2c(c(=O)n(C)c(=O)n2C)n1CCCc1ccccc1
28: O=C(CSc1nc2c([nH]c3ccccc32)c(=O)n1-c1ccccc1)N1CCOCC1
29: CSCCC(NS(=O)(=O)c1ccc2c(c1)c(=O)n(C)c(=O)n2C)C(=O)NC1CCN(Cc2ccccc2)CC1 (centres undefined)
30: CCN(C(=O)CN1CCN(C)CC1)c1c(N)n(Cc2ccccc2)c(=O)[nH]c1=O
31: CC1=CC(C)(C)N(S(=O)(=O)c2ccc(C)cc2)c2cc(C)ccc21
32: Cc1oc(-c2cccc(Cl)c2)nc1CN1CCC(C(=O)NCCCN2CC(C)CC(C)C2)CC1 (centres undefined)

entry no.,25,26,27,28,29,30,31,32
p53 reactivation,?,-2%,-3%,-8%,1%,17%,11%,5%
USP2a inh,0%,2%,-1%,1%,-2%,2%,-9%,1%
S-ASM inh,0%,6%,-2%,0%,4%,-2%,-4%,0%
B2AR arrestin,0.3%,-0.1%,-0.8%,0.0%,0.1%,-0.1%,-0.2%,0.0%
BRCA1 expr act,0%,-16%,1%,0%,6%,-3%,-85%,-20%
Eya2 inh,-3%,16%,-6%,12%,-5%,-4%,-7%,6%
ELG1 genotox,-2%,3%,-11%,-11%,-2%,2%,?,?
TRPV1 ag,-2,3,-2,1,0,-2,-4,5
uPA surface inh,?,1%,6%,-18%,0%,17%,?,1%
PTAP TSG101 blk,-2%,-4%,-3%,-1%,-3%,0%,-3%,4%
a7 integrin act,-16%,0%,-1%,-13%,2%,0%,-33%,-58%[inhibitor]

Screens (PubChem)
